# TRHR ag: qHTS for Small Molecule Agonists and Allosteric Enhancers of Human TRH Receptor: Primary Screen for Agonists; Thyrotropin-releasing hormone receptor (Homo sapiens), P34981; TRHR cells, calcium flux fluo-8, FDSS agonist mode; activation, % at 2 µM; 360,000 compounds, 0.18% hits; in the data active means activation above about 30%; further: 0% is about no effect
# Target sequence (P34981 whole entry, looked up): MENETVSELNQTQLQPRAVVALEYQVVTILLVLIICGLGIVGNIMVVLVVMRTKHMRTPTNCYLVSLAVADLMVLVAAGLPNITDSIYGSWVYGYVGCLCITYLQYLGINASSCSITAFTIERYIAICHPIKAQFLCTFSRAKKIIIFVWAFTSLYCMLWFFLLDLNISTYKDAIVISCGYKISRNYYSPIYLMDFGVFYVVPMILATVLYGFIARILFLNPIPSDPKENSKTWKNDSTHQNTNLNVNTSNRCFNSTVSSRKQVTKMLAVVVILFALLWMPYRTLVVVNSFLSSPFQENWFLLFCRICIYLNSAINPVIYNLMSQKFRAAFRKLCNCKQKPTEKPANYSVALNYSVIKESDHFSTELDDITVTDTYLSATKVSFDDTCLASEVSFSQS
#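 Fluo-8-loaded TRHR cells; 10 s baseline, compound added, kinetic Ca2+ fluorescence read 1/s, agonist mode.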
# mIDH1 inhibitor: qHTS for Inhibitors of mutant isocitrate dehydrogenase 1 (IDH1): qHTS | 390,000 compounds, 0.093% hits | IDH1-R132H enzyme, NADPH consumption, diaphorase/resazurin fluorescence | Potency, µM (top dose mostly 76.6 µM), for the others: at the highest dose activity change, negative = inhibition, actives largely listed as inhibitors | Isocitrate dehydrogenase [NADP] cytoplasmic (Homo sapiens), O75874; further: potency means the concentration at half of the fitted maximal effect; on the % scale 0 is the no-effect control and ±100 the full control effect; nearly all actives have a fitted effect of over 65% in size
#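 IDH1-R132H (0.5 ug/mL) preincubated 30 min with compound, then NADPH (0.016 mM) and alpha-KG (2 mM) added; 80 min at RT, pH 7.5. Remaining NADPH coupled via diaphorase/resazurin to fluorescence (540/590 nm); concentration-response curves normalized to no-enzyme control.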
# TRHR PAM: qHTS for Small Molecule Agonists and Allosteric Enhancers of Human TRH Receptor: Primary Screen for Enhancers; Thyrotropin-releasing hormone receptor (Homo sapiens), P34981; TRHR cells, fluo-8 calcium fluorescence, EC20 TRH enhancement; enhancement, % at 2 µM; 360,000 compounds, 0.66% hits; in the data active means enhancement above about 30%; further: 0% is about no effect
#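 TRHR-expressing cells loaded with fluo-8 calcium dye were read kinetically (ex 480/em 530) during compound addition, then stimulated with an EC20 of TRH (10 nM final). Enhancement of the Gq-mediated intracellular calcium response was scored.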
# D2 ag: HTS Assay for Allosteric Agonists of the Human D2 Dopamine Receptor: Primary Screen for Agonists | 340,000 compounds, 0.53% hits | D(2) dopamine receptor (Homo sapiens), P14416 | AID 485358, 2010 | activation, % at 2 µM | HEK293 T-REx D2 cells, calcium flux agonist mode;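 active means activation over 3 SD above normal in the single-dose calcium agonist read, cut at about 30% in these data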; further: 0% is about no effect
# Target sequence (P14416 whole entry, looked up): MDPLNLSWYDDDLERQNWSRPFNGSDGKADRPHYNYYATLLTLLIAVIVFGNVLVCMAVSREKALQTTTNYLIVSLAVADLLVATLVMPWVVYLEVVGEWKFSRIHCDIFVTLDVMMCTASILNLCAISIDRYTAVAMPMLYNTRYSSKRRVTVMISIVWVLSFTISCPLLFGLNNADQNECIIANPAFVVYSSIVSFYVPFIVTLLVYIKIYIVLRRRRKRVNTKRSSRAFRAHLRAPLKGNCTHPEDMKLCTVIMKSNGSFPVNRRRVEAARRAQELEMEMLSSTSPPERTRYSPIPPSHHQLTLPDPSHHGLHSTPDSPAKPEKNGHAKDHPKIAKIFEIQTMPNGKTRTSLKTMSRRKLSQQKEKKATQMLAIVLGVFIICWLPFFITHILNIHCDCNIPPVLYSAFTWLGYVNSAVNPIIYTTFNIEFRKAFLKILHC
#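 Tetracycline-induced HEK293 Trex cells with D2 receptor force-coupled to calcium signaling, plated overnight at 30 C and loaded with no-wash calcium dye. Calcium flux read kinetically for 180 s after compound addition; responses flag agonists.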
# TrxR1 substrate: qHTS Assay for Substrates of Mammalian Selenoprotein Thioredoxin Reductase 1 (TrxR1): qHTS; purified TrxR1 substrate turnover, NADPH consumption readout; Potency, µM (titrated, usually from 114 µM), for the others: at the highest dose activity change, negative = substrate turnover; 390,000 compounds, 0.01% hits; AID 588456, 2011; further: potency means the concentration at half of the fitted maximal effect; on the % scale 0 is the no-effect control and ±100 the full control effect; nearly all actives have a fitted effect of over 50% in size
#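 Rat TrxR1, dispensed at 90 nM, was prereduced with 400 uM NADPH (final) for 5 min at ~22 deg C, then incubated with compound 15 min before 400 uM selenite. A first-read NADPH fluorescence drop versus no-compound background flagged substrates.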
# D2 antagonist: HTS Assay for Allosteric Antagonists of the Human D2 Dopamine Receptor: Primary Screen for Antagonists; 340,000 compounds, 2% hits; AID 485344, 2010; HEK293 TREx D2 cells, calcium flux, dopamine EC80; D(2) dopamine receptor (Homo sapiens), P14416; inhibition, % at 10 µM; in the data active means inhibition above about 30%; further: 0% is about no effect
#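 Tetracycline-induced HEK293 T-REx cells expressing D2 force-coupled to calcium signalling were dye-loaded, exposed to compound for 180 s, then challenged with an EC80 of dopamine; calcium flux was followed kinetically for a further 180 s.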
# rTrxR1 inhibitor: qHTS Assay for Inhibitors of Mammalian Selenoprotein Thioredoxin Reductase 1 (TrxR1): qHTS. Thioredoxin reductase 1, cytoplasmic (Rattus norvegicus), O89049. recombinant rTrxR1, NADPH fluorescence consumption, selenite substrate. Potency, µM (titrated, usually from 114 µM), without a hit: at the highest dose activity change, negative = inhibition, most hits filed as inhibitors. 390,000 compounds, 1% hits. AID 588453, 2011; further: potency means the concentration at half of the fitted maximal effect; on the % scale 0 is the no-effect control and ±100 the full control effect; nearly all actives have a fitted effect of over 65% in size
#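 Rat TrxR1 (90 nM in the dispensed reagent) was pre-reduced with 400 uM NADPH for 5 min at room temperature, then incubated with compound for 15 min. After 400 uM selenite was added, NADPH fluorescence (Ex 340/Em 450 nm) was followed for 8 min.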
# PI4K2A inh: qHTS for small molecular inhibitors of PI4K2A | 420,000 compounds, 0.13% hits | activity change, negative = inhibition, % at 76.9 µM | purified PI4K2A, ADP-Glo luminescence, 1 h; stronger effect = lower value | Phosphatidylinositol 4-kinase type 2-alpha (Homo sapiens), Q9BTU6; in the data active means activity change below about -50%; inconclusive means mostly about -30% to -49%;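 further: -100% = wells without enzyme as full effect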
#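 ADP-Glo luminescence measured ADP generated by PI4K2A enzyme (4 ug/mL before mixing) with 1.2 mM PI substrate (pre-mix) and 300 microM ATP (pre-mix). Tris pH7.5 buffer with MgCl2, Triton X-100; 1 h reaction at ambient temperature.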
# USP1-UAF1 inh: Inhibitors of USP1/UAF1: Primary Screen | 390,000 compounds, 0.23% hits | Potency, µM (titrated, usually from 57.1 µM), for the others: top-dose activity change, negative = inhibition, hits mostly inhibitors | AID 743255, 2014 | recombinant USP1/UAF1, Ub-Rhodamine cleavage fluorescence; further: potency means the concentration at half of the fitted maximal effect; on the % scale 0 is the no-effect control and ±100 the full control effect; nearly all actives have a fitted effect of over 60% in size; inactives centre near -12
#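 High-throughput fluorogenic screen: 1nM USP1/UAF1 complex, Ub-Rho substrate 150nM final, 50mM HEPES pH 7.8 with 0.5mM EDTA, 0.1 mg/ml BSA, 1mM TCEP and 0.01% Tween-20.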
# * marks the source's active call; other numbers are inactive results; u = inconclusive; x = no result given; & = joins results of further samples; [ ] = dose if it differs, or a comment. Unless noted, the call rests on the fitted dose curve; in most records, active means well fitted inhibition curve with a large enough effect; inconclusive means small, poorly fitted or top-dose-only effect; inactive means no such curve, though single readings can be large or run the other way.
SMILES,TRHR ag,mIDH1 inhibitor,TRHR PAM,D2 ag,TrxR1 substrate,D2 antagonist,rTrxR1 inhibitor,PI4K2A inh,USP1-UAF1 inh
COc1cccc(-n2cnc3c(sc4nc(N5CCOCC5)c5c(c43)CCCC5)c2=O)c1,0.5,-2%,-8,3.7,5%[57.1 µM],9,24%[57.1 µM],-5,-1%
CN(C(=O)CSc1ncnc2scc(-c3ccccc3)c12)C1CCS(=O)(=O)C1 (stereo unspecified),0.2,2%,6,0.0,9%[57.1 µM],2,9%[57.1 µM],-4,-7%
CN(CCc1ccccc1)C(=O)c1cccc(NC(=O)Cc2cccc(NC(=O)C3CCN(C(=O)C4CCCCC4)CC3)c2)c1,x,-6%[38.3 µM],x,x,-2%,x,25%,-1,-13%
O=C(c1ccccc1Cc1ccccc1)N1CCN(S(=O)(=O)c2ccccc2Br)CC1,1.1,12%,-15,0.9,5%,14,17%,-1,-19%
O=C(COc1ccc2c(c1)oc(=O)c1ccccc12)NCCN1CCOCC1,1.5,-6%,4,0.1,100%[activator],-11,-3%,19,-27%
COc1ccc(S(=O)(=O)N2CCN(c3ccccn3)CC2)c(OC)c1,-0.1,5%,25,-0.2,4%,8,11%,-1,-11%
Cc1cc(C)cc(N(CC(=O)Nc2ccc(C)cc2Cl)S(=O)(=O)c2c(C)[nH]c(=O)[nH]c2=O)c1,-0.6&0.0,-15%&-9%,25&5,0.1,-7%&2%,x,12%&6%,0&1,-12%&-5%
N#C/C(=C\c1ccc(O)c(O)c1)C(=O)c1ccc(O)c(O)c1,0.6,-9%,7,-1.3,u,13,u,-11&-22,u
CCO[C@H]1OC(C(=O)NCc2ccccc2)=C[C@@H](c2ccc3c(c2)OCO3)[C@@H]1CCCO,2.4,14%,2,2.1,0%,-15,-34%,-2,-22%
O=c1oc2cc(O)ccc2cc1-c1ccc(F)cc1,1.7,-4%,1,0.3,392%[activator][57.1 µM],5,u,u,-8%
O=C(CN1CCc2cc3c(cc2C1)OCCCO3)Nc1cccc([N+](=O)[O-])c1,-2.4,1%,4,-0.7,-16%,-2,u,4,u
O=Cc1cn[nH]c1-c1cccc([N+](=O)[O-])c1,0.2,12%,1,0.1,7%,-4,13%,-6,-8%
Nc1nc2n(n1)C(c1ccco1)CC(c1ccc(Cl)cc1Cl)N2 (stereo unspecified),-0.3,10%,4,22,-1%,3,1%,-2,-12%
O=C1CN(C(=O)c2ccc(S(=O)(=O)N3CCCCC3)cc2)C(c2ccc(F)cc2)c2cc(Cl)ccc2N1 (stereo unspecified),0.4,-5%,-2,0.9,12%[2.29 µM],x,20%,-1,-16%
O=C(CN(CCc1ccccc1)C(=O)Cn1nnc(-c2cccs2)n1)NCc1ccco1,0.1,0%,0,-0.1,-9%,9,50µM*,-2,-26%
Cc1ccc(N2CCN(c3ncccc3[N+](=O)[O-])CC2)c(C)c1,0.3,-1%,-11,0.2,9%[57.1 µM],17,4%[57.1 µM],8,-12%
CC1CN(C2CCN(S(=O)(=O)c3ccc4ccccc4c3)CC2)CC(C)O1 (stereo unspecified),-1.2,2%,-5,0.3,6%,-6,-11%,18,-5%
COC(=O)c1c(NC(=O)/C=C/c2ccc(OC)cc2)sc2c1CCC2,0.6,-1%,-1,-2.6,2%,x,2%,-4,-22%
O=S(=O)(c1cccs1)N1CCN(c2ccc(F)cc2)CC1,0.2,2%,11,0.2,1%[57.1 µM],-29,10%[57.1 µM],-3,-8%
COc1ccc(NC(=O)CSc2nc(N)c3cc4c(nc3n2)CCCC4)cc1,-1.5,8%,1,-1.9,-4%,-1,-3%,8,-19%

# Continued; the last 2 above are carried over.
SMILES,TRHR ag,mIDH1 inhibitor,TRHR PAM,D2 ag,TrxR1 substrate,D2 antagonist,rTrxR1 inhibitor,PI4K2A inh,USP1-UAF1 inh
O=S(=O)(c1cccs1)N1CCN(c2ccc(F)cc2)CC1,0.2,2%,11,0.2,1%[57.1 µM],-29,10%[57.1 µM],-3,-8%
COc1ccc(NC(=O)CSc2nc(N)c3cc4c(nc3n2)CCCC4)cc1,-1.5,8%,1,-1.9,-4%,-1,-3%,8,-19%
Cc1cc(OC(C)C(=O)NC2CC(C)(C)NC(C)(C)C2)c2c(C)cc(=O)oc2c1 (stereo unspecified),0.5,4%,6,1.9,154%[activator],4,-2%,-12,-4%
CNC(=S)NC12CC3CC(CC(C3)C1)C2,1.2,-1%,2,2.2,6%[57.1 µM],2,14%[57.1 µM],7,-7%
CCCNCc1cc(Cl)c(OCC)c(Cl)c1,0.2,9%,7,-1.3,-1%,-26,14%,-4,-16%
CSc1ccccc1NC(=O)C1=CC(c2cccs2)=NS(=O)(=O)N1C,-0.4,-3%,2,-0.3,-4%[57.1 µM],0,7%[57.1 µM],4,-17%
Cc1ccc2nc(Cl)c(CNCc3ccccc3)cc2c1,0.5,-2%,27,-0.4,-4%,0,u,-1,-13%
Cc1ccc(NC(=O)CN2C(=O)C(=O)N(C3CCCC3)C2=O)cc1Cl,2.5,6%,5,0.1,5%,5,20%,5,-13%
O=C(c1cccc(C(F)(F)F)c1)N1CCN(c2cc(=O)[nH]nc2-c2ccccc2)CC1,0.0,6%,-4,-0.6,10%[57.1 µM],13,27%[57.1 µM],0,-8%
CCn1c(/C=C/c2cccc([N+](=O)[O-])c2)nc2ccccc2c1=O,-0.3,5%,-3,0.9,-7%[57.1 µM],-4,-6%[57.1 µM],5,-8%
O=C(Nc1ccc(Br)cc1)c1cccc(S(=O)(=O)N2CCc3ccccc32)c1,-1.0,18%,-1,-0.5,5%,x,12%,-2,-27%
CN1C[C@@H]2[C@@H]3C(=O)N(Cc4ccccc4)C(=O)[C@@H]3[C@](Cc3ccccc3)(C1=O)N2C(=O)c1ccc(Cl)c(Cl)c1,x,-23%,x,x,3%[57.1 µM],x,0%[57.1 µM],1,-23%
COc1ccc(NC(=O)CC2C(=O)N(C)C(=S)N2Cc2ccncc2)cc1 (stereo unspecified),0.4,3%,-4,-0.5,-6%[57.1 µM],24,24%[57.1 µM],1,-16%
COc1cccc(CNC(=O)c2cc3c(-c4ccccc4F)nn(C)c3s2)c1,1.6,1%,-3,1.4,9%,x,10%,-2,-19%
O=C(CSc1ncn(-c2ccccc2)n1)N1CCN(c2ccccc2)CC1,0.2,19%,0,-1.1,4%,6,-10%,-1,6%
COc1cccc(OCc2cc(C(=O)N3CCC(C(O)C(C)C)CC3)no2)c1 (stereo unspecified),0.2,-2%,1,0.5,-6%,-11,6%,0,-9%
Cc1cc(NC(=O)Cn2nc(C)n3cccc3c2=O)ccc1Br,1.0,-22%,-3,1.0,26%,x,35%,1,u
C=CCN1C(=O)c2ccc(C(=O)OCC(=O)Nc3ccc(S(N)(=O)=O)cc3)cc2C1=O,0.0,-6%,-8,0.3,0%[57.1 µM],0,3%[57.1 µM],-1,-3%
O=C(CNC(=O)c1ccccc1F)OCC(=O)c1ccc(Cl)s1,-1.8,-7%,-7,-1.7,-1%,8,5%,2,-23%
CCN(CC)c1ccc(NC(=O)COc2ccccc2C)cc1S(=O)(=O)Nc1ccccc1OC,1.3,-1%,-11,-0.4,8%[57.1 µM],-22,-1%[57.1 µM],-4,-13%
CSCCC(NS(=O)(=O)c1ccc2c(c1)OCCO2)C(=O)N(C)Cc1ccccc1F (stereo unspecified),0.5,-1%,-1,0.1,0%,-3,15%,2,-20%
Cc1cc(C)nc(N2CCN(c3nc(-c4ccccc4)nc4c3oc3ccccc34)CC2)n1,x,-2%,x,x,-2%,x,13%,3,-22%
O=C(O)C1=C[C@H](c2coc3ccccc3c2=O)C[C@H](OCc2ccc(CO)cc2)O1,-0.3,13%,2,-0.1,8%,2,11%,-7,-24%
CCCn1c(COc2cccc(C)c2)nc2ccccc21,-1.0,-5%,10,7.3,0%,x,0%,-4,6%

# 3 structures from above, sorted by SMILES length, highest first:
SMILES,TRHR ag,mIDH1 inhibitor,TRHR PAM,D2 ag,TrxR1 substrate,D2 antagonist,rTrxR1 inhibitor,PI4K2A inh,USP1-UAF1 inh
CN1C[C@@H]2[C@@H]3C(=O)N(Cc4ccccc4)C(=O)[C@@H]3[C@](Cc3ccccc3)(C1=O)N2C(=O)c1ccc(Cl)c(Cl)c1,x,-23%,x,x,3%[57.1 µM],x,0%[57.1 µM],1,-23%
O=C(O)C1=C[C@H](c2coc3ccccc3c2=O)C[C@H](OCc2ccc(CO)cc2)O1,-0.3,13%,2,-0.1,8%,2,11%,-7,-24%
COc1ccc(S(=O)(=O)N2CCN(c3ccccn3)CC2)c(OC)c1,-0.1,5%,25,-0.2,4%,8,11%,-1,-11%

# Source: PubChem BioAssay
